AMA1 RON2 block: disrupts binding of P. falciparum AMA1 to RON2. AlphaScreen AMA1-biotinylated RON2 peptide binding. Potency, µM (titrated, usually from 58.2 µM), inactives show at the highest dose activity change, negative = inhibition, usual class: inhibitors. hit rate 0.2% among 360,000. AID 720542;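 also: potency is read from the fitted curve at half-maximal effect; 0% = vehicle wells and -100% = peptide control; nearly all actives have a fitted effect of over 45% in size; some results filed as inactive show a strong effect at the top dose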
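AMA1 (3D7) with his tag at 25 nM final met compounds first, then biotinylated RON2 peptide at 25 nM; detection used donor plus acceptor beads, 10 µg/mL apiece, read by AlphaScreen after 30 min at room temperature.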
Sm TGR inh: blocks Schistosoma mansoni thioredoxin glutathione reductase | Q962Y6 | purified TGR, DTNB reduction, TNB absorbance 405 nm | Potency, µM (series often up to 114 µM), without a hit: top-dose activity change, negative = inhibition, actives largely listed as inhibitors | hit rate 3% among 360,000; also: potency is read from the fitted curve at half-maximal effect; nearly all actives have a fitted effect of over 60% in size
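First, TGR (20 nM dispensed) and NADPH were mixed with compound. Second, a 15 min room-temperature incubation followed. Third, further NADPH and then DTNB were added to start the reaction. Finally, TNB absorbance was monitored kinetically.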
AmpC no deterg: AmpC beta-lactamase inhibition without detergent. P00811. AmpC nitrocefin hydrolysis, absorbance 480 nm, 0.0001% Triton. Potency, µM (doses to about 57.1 µM), for the others: at the top dose activity change, negative = inhibition, usual class: inhibitors. hit rate 0.52% among 330,000;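 also: potency is read from the fitted curve at half-maximal effect; plate controls were no compound for no effect and no enzyme for full effect; nearly all actives have a fitted effect of over 20% in size; some results filed as inactive show a strong effect at the top dose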
Target sequence (P00811 whole entry, looked up): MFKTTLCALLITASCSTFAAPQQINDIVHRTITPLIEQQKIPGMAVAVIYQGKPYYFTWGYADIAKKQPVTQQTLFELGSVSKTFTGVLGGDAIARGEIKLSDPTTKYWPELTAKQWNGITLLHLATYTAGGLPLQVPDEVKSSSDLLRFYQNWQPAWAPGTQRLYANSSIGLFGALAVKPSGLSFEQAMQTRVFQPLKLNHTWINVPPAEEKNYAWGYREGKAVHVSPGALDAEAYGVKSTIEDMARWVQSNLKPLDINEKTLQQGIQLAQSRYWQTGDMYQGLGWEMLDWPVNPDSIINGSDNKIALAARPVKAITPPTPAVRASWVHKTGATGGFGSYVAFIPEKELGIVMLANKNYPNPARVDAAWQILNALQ
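AmpC (5.3 nM in the dispensed reagent) in 20 mM phosphate pH 7.0 with 0.01% (detergent screen) or 0.0001% Triton X-100 was preincubated with compounds for 15 min at room temperature. Nitrocefin was then added from an 800 uM solution, and hydrolysis was followed at 480 nm.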
Giardia FBPA inh: blocks Giardia fructose-bisphosphate aldolase activity; A8B2U2; Potency, µM (highest dose often 59.6 µM), inactives show at the highest dose activity, negative = inhibition, actives largely listed as inhibitors; purified Giardia FBPA; hit rate 0.71% among 290,000; also: potency is read from the fitted curve at half-maximal effect; nearly all actives have a fitted effect of over 55% in size
Target sequence (A8B2U2 whole entry, looked up): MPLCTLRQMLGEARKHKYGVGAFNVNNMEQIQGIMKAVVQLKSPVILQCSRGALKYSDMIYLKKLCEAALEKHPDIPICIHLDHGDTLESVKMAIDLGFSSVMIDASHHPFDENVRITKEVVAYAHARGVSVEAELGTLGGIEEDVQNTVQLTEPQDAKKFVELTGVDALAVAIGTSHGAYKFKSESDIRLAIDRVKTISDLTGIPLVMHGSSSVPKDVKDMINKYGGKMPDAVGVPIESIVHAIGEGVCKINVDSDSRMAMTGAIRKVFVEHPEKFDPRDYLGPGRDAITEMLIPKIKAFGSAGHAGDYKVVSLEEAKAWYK
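Giardia FBPA (40 nM reagent) was preincubated 10 min at RT with compound (up to 57.5 uM final), then substrate plus GAPDH/TPI/NAD/arsenate coupling system with diaphorase/resazurin was added; resorufin fluorescence (525/598 nm) was read after 20 min.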
HCMV inh: blocks human cytomegalovirus replication. HFF cells, HCMV-luciferase reporter, 72 h; hits give low values. activity change, negative = inhibition, % at 57.5 µM. hit rate 4.5% among 410,000. AID 1259415; in the data active = activity change below about -60%; inconclusive = no clear call, values can overlap the other calls; inactive = above about -39%
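Two-dose cell screen: HFF monolayers treated with compounds and infected with luciferase-expressing HCMV at 1 PFU/cell, 72 h at 37C, then lysed for luciferase measurement.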
AmpC inh detg: blocks E. coli AmpC beta-lactamase in detergent assay; AmpC hydrolysis of nitrocefin, absorbance 480 nm, 0.01% Triton; Potency, µM (doses to about 114 µM), inactives show at the highest dose activity change, negative = inhibition, usual class: inhibitors; hit rate 0.041% among 370,000;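 also: potency is read from the fitted curve at half-maximal effect; 0% = no-compound wells and -100% = no-enzyme wells; nearly all actives have a fitted effect of over 25% in size; some results filed as inactive show a strong effect at the top dose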
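AmpC (5.3 nM in the dispensed reagent) in 20 mM phosphate pH 7.0 with 0.01% (detergent screen) or 0.0001% Triton X-100 was preincubated with compounds for 15 min at room temperature. Nitrocefin was then added from an 800 uM solution, and hydrolysis was followed at 480 nm.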
Active calls of the source: *; ? = inconclusive; . = not tested or not shown; & = joins results of further samples; [ ] = dose if it differs, or a comment. Unless noted, calls follow the shape of the dose curve; as a rule, active = well fitted curve in the direction sought with a large enough effect; inconclusive = small, poorly fitted or top-dose-only effect, or another doubt; inactive = no such curve, though single readings can be large; an effect the other way counts as inactive or inconclusive. Unless noted, % is scaled to controls: 0 for no effect and ±100 for the full control effect. Not a hit list; 7.8% or so of the library scored in one or more.

SMILES	AMA1 RON2 block	Sm TGR inh	AmpC no deterg	Giardia FBPA inh	HCMV inh	AmpC inh detg
Cc1nc2c(C)cccc2cc1C(=O)N/N=C/c1cccnc1	21%	-9%	-48%	5%	-35	-4%
CCC(=O)c1cc2c(cc1NC(=O)c1ccc(C)cc1)OCCO2	0%	1%	-3%	0%	44	1%
CCOC(=O)N1CCN(c2c(NCc3ccc(Cl)cc3)c(=O)c2=O)CC1	2%	-24%	-10%	-2%	-75*	?
O=C(CSc1nnc(-c2cccs2)o1)Nc1cccc(S(=O)(=O)N2CCCCC2)c1	0%	-2%	-36%	0%	9	-4%
C#Cc1cccc(-n2nnc(C(C)=O)c2C)c1	-20%	-2%	-9%	3%	-25	-4%
CN(Cc1ccccc1)C(=S)NC(=O)c1cccs1	57%[activator]	-22%	-28%	13µM*	-7	-17%
CC(=NNC(=O)c1cccc(S(=O)(=O)N2CCOCC2)c1)c1ccccc1	29%	.	-14%	.	1	.
O=C(NCCc1ccc(F)cc1)Nc1ccccc1Cl	12%	1%	-30%	.	-63*	1%
N=c1ccn(Cc2cccc(Cl)c2)cc1	10%	-3%	-17%	14%	-71*	8%
COC(=O)c1ccccc1NC(=O)C12CCC(C)(C(=O)O1)C2(C)C (centres undefined)	2%	1%	20%	0%	15	-1%
CCCNC(=O)c1ccc(Cl)cc1Cl	-13%	9%	-9%	-14%	35	-11%
Cc1ccccc1C(=NCCCN(C)C)c1ccccc1C	8%	-5%	18%	-8%	-27	-23%
COCC[N+]1(C)CCCCC1	-3%	0%	-11%	0%	?	?
CN(Cc1cccnc1)C(=O)CC1C(=O)NCCN1CC(c1ccccc1)c1ccccc1 (centres undefined)	0%	?	117%[activator]	-18%	-31	-3%
O=C(CCCc1nc2ccccc2s1)NCc1ccc(F)cc1	-18%	6%	21%	5%	-6	-9%
NS(=O)(=O)c1cc(C(=O)N2CCNC(=O)C2)ccc1Cl	3%	-5%	1%	-1%	-3	-2%
CC(C)S(=O)(=O)N1CCN(c2ccnc3cc(Cl)ccc23)CC1	-17%	-14%	33%	1%	?	2%
C/C(=N\NC(=O)c1cc(-c2cccnc2)nc2ccccc12)c1ccccc1O	64%[activator]	-6%	6%	-3%	-102*	-21%
COc1cc(C)c2c(c1C=O)Oc1c(c(C)c(O)c3c1C(O)OC3=O)OC2=O (centres undefined)	?	20µM*	-21%	3%&-4%&19%	-13	6%
CSc1n[nH]c2nc3c(c(=O)n12)C1(CCCCC1)Cc1ccccc1-3	9%	-1%	-36%	-6%	-21	-5%
CCCCN(C(=O)CN1C(=O)C2CC=CCC2C1=O)c1c(N)n(CCC)c(=O)[nH]c1=O (centres undefined)	-8%	-5%	-12%	10%	-4	-10%
O=C(O)C1CCN(C(=O)CCc2ccccc2)CC1	7%	-2%	32%	7%	11	-11%
CCOc1ccccc1Nc1nnc(SCc2ccc(C(=O)OC)o2)s1	11%	?	-33%	-3%	-62*	-10%
Cc1ccc(CN2CCN(CCCc3ccccc3)CC2CCO)cc1 (centres undefined)	-7%	-1%	64%[activator]	8%	4	-12%
Cc1cccc(NC(=O)c2ccc(F)c(S(=O)(=O)NCc3ccc4c(c3)OCO4)c2)c1	.	3%	.	.	27	8%

Further entries follow.
SMILES	AMA1 RON2 block	Sm TGR inh	AmpC no deterg	Giardia FBPA inh	HCMV inh	AmpC inh detg
CN1C(=S)SC2CS(=O)(=O)CC21 (centres undefined)	-8%	-12%	5%	2%	18	1%
Cc1occc1-c1n[nH]c(=S)n1CC(C)C	13%	-4%	-20%	0%	-6	-3%
COc1cccc(NC(=O)CN(C)CC(=O)NCc2ccco2)c1	29%	-13%	-6%	.	-8	-2%
CCc1ccccc1NC1=CC(=O)CC(C)(C)C1	14%	-1%	-17%	-2%	-27	8%
O=C(O)CCC(=O)Nc1ccc(Br)c(Cl)c1	-19%	11%	-36%	9%	8	0%
O=C(NC1CCN(S(=O)(=O)c2ccccc2)CC1)C1CCCCC1	11%	10%	-10%	4%	9	0%
Cc1csc(NC(=O)CSCC(=O)O)c1-c1nc2ccccc2s1	59%[activator]	-4%	-24%	3%	-3	-6%
C=C(C)CNC(=O)CCc1nnc(C2(c3ccc(Cl)cc3)CCC2)o1	4%	-17%	95%[activator]	-3%	37	-5%
Cc1cccc(C)c1NC(=O)c1cc(S(=O)(=O)N2CCc3ccccc32)cn1C	6%	-14%	-29%	11%	25	-12%
O=C(Nc1cccc(C(F)(F)F)c1)c1cc(-c2cccs2)on1	34%[activator]	-32%	-28%	-1%	-18	?
COc1ccccc1OCCCn1c(=O)oc2ccc(C)cc21	1%	-5%	17%	10%	-22	?
CCC(c1nc2ccccc2c(=O)n1-c1cccnc1)N1C(=O)c2ccccc2C1=O (centres undefined)	2%	-18%	35%	-1%	-10	-6%
CC(=O)Nc1cccc(Oc2cc(C#N)c(C#N)cc2N2CCOCC2)c1	-6%	1%	-13%	-1%	?	-4%
COc1ccc(CCNC(=O)C2CC(c3c(Cl)cccc3Cl)=NO2)cc1 (centres undefined)	27%	?	-14%	-1%	1	0%
COc1ccc2c(c1)O[C@H](c1ccc3c(c1)OCO3)[C@@H](OC(=O)N[C@H]1CCCc3ccccc31)C2=O	-2%	-5%	-36%	-4%&3%	.	-12%
CCN(Cc1ccccc1)C(=O)CCS(=O)(=O)c1cc2c(cc1Cl)NC(=O)CO2	13%	-1%&6%	-33%	-1%	-5&-20	-14%&21%
CCCCCCN(C(=O)CCCCCN1C(=O)NC(c2ccc(-c3ccccc3)cc2)C(C(=O)OCc2ccccc2)=C1C)C(C(=O)NCCCC)c1ccccn1 (centres undefined)	.	?	21%	-8%&-6%	19	-5%
Cc1ccc(-n2nnnc2CNC(=O)C(C)(C)C)cc1C	.	2%	.	.	8	23%
COc1ccc(NC(=O)CSc2nc(O)c(C/C=C/c3ccccc3)c(=O)[nH]2)cc1	.	-8%	.	.	10	-2%
CN(C(=O)COC(=O)c1ccc[nH]c1=O)C1CCCCC1	-2%	6%	-15%	-2%	3	?
CC(=O)c1cccc(N2Cc3ccccc3C2=NC(=O)CCl)c1	1%	18µM*	-3%[2.29 µM]	-26%	29	-8%
O=C(NC1CCCCCC1)c1ccc(CS(=O)c2cccc(Cl)c2)o1 (centres undefined)	.	?	.	.	9	3%
CCOc1ccc2ccccc2c1C(=O)N1CCN(c2ccccc2)CC1	-8%	11%	73%[activator]	-3%	-6	-11%
O=C(O)C1CCC(CNCc2ccncc2)CC1 (centres undefined)	-7%	-5%	-13%	-5%	3	?
Cc1ccc2c(c1)c1c(n2CC(O)CN2CCC(C)CC2)CCCC1 (centres undefined)	-16%	11%	-1%	-4%	-35	7%

The results go on.
SMILES	AMA1 RON2 block	Sm TGR inh	AmpC no deterg	Giardia FBPA inh	HCMV inh	AmpC inh detg
CCNc1nc(NC(C)CC)nc(ON=C(C)C)n1 (centres undefined)	2%	.	-16%	4%	?	-4%
CCOC(=O)C1=C(C)N(C)C(=S)NC1c1ccc(Cl)cc1Cl (centres undefined)	14%[11.6 µM]	4%	-22%	-1%	-28	-3%
COc1ccc2nc(NC(=O)C3CCCN(S(=O)(=O)c4cccs4)C3)sc2c1 (centres undefined)	-16%	9%	-46%	-18%	?	-6%
COc1ccc(CN2C(=O)C(Cc3ccccc3)Nc3ncnc(N4CCN(c5ccccc5)CC4)c32)cc1 (centres undefined)	-15%	?	-6%	.	?	1%
CCOC(=O)C1CCCN(S(=O)(=O)c2ccc(Cl)nc2)C1 (centres undefined)	24%	-2%	-4%	.	-39	?
O=C(c1ccc2c(c1)N(Cc1ccc(Cl)cc1)C(=O)c1ccccc1S2=O)N1CCCCC1 (centres undefined)	.	2%	.	.	-3	-5%
Cc1cccc(C(=O)Nc2nnc(COc3ccccc3)s2)c1	-12%	9%	-26%	5%	?	-1%
COCCN1Cc2cccc(C(=O)Nc3ccc(S(=O)(=O)N4CCCCCC4)cc3)c2C1=O	-11%	2%	-3%	5%	0	-8%
CCOC(=O)CC1=C(C(=O)OCC)C2(C(=O)N1CC(=O)OC)C(C#N)=C(N)Oc1ccccc12 (centres undefined)	0%	-9%	27%	-14%	-19	?
COC(=O)C(CC(=O)c1ccc(Br)cc1)n1cccn1 (centres undefined)	0%	4.5µM*	-4%	2%	13	-11%
Cc1ccc(NC(=O)CSc2nc3[nH]ncc3c(=O)[nH]2)c(C)c1	3%	4%	-7%	0%	-3	5%
N#CC(c1ccccc1)N(CCCCl)C(=O)c1ccccc1 (centres undefined)	-10%	-8%	-16%	1%	-2	-7%
CC(C)NC(=O)CN(Cc1ccc2c(c1)OCO2)C(=O)CCC(=O)Nc1ccccn1	-7%	2%	-3%	4%	5	-1%
Cc1noc(C)c1CSCC(=O)Nc1cc(S(=O)(=O)N2CCCCC2)ccc1OC(C)C	4%	-20%	-11%	.	-34	?
COCCNC(=S)N1CCN(Cc2ccc3c(c2)OCO3)CC1	1%	0%	-5%	5%	-1	-4%
Cc1ccccc1CCNC(=O)c1cc2cc(S(=O)(=O)N3CCCCC3)ccc2n1C	.	-8%	.	.	-3	-5%

In the list so far, these have an aryl methoxy group:
SMILES	AMA1 RON2 block	Sm TGR inh	AmpC no deterg	Giardia FBPA inh	HCMV inh	AmpC inh detg
COc1cc(C)c2c(c1C=O)Oc1c(c(C)c(O)c3c1C(O)OC3=O)OC2=O (centres undefined)	?	20µM*	-21%	3%&-4%&19%	-13	6%
COc1cccc(NC(=O)CN(C)CC(=O)NCc2ccco2)c1	29%	-13%	-6%	.	-8	-2%
COc1ccccc1OCCCn1c(=O)oc2ccc(C)cc21	1%	-5%	17%	10%	-22	?
COc1ccc(CCNC(=O)C2CC(c3c(Cl)cccc3Cl)=NO2)cc1 (centres undefined)	27%	?	-14%	-1%	1	0%
COc1ccc2c(c1)O[C@H](c1ccc3c(c1)OCO3)[C@@H](OC(=O)N[C@H]1CCCc3ccccc31)C2=O	-2%	-5%	-36%	-4%&3%	.	-12%
COc1ccc(NC(=O)CSc2nc(O)c(C/C=C/c3ccccc3)c(=O)[nH]2)cc1	.	-8%	.	.	10	-2%
COc1ccc2nc(NC(=O)C3CCCN(S(=O)(=O)c4cccs4)C3)sc2c1 (centres undefined)	-16%	9%	-46%	-18%	?	-6%
COc1ccc(CN2C(=O)C(Cc3ccccc3)Nc3ncnc(N4CCN(c5ccccc5)CC4)c32)cc1 (centres undefined)	-15%	?	-6%	.	?	1%

Screening data (PubChem BioAssay)
